PglD inh: inhibitors of Campylobacter jejuni PglD acetyltransferase | purified PglD enzyme, DTNB colorimetric CoA detection | inhibition, % at 12.5 µM | 360,000 compounds, 0.098% hits; in the data active = inhibition above about 16%, passing the limit was not always enough; also: strong numbers were not always called active
RAD52 inh: inhibitors of human RAD52 DNA annealing | P43351 | recombinant RAD52 DNA annealing, FRET fluorescence | inhibition, % at 18.7 µM | 360,000 compounds, 0.46% hits | AID 651710;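 active = every replicate showing at least 50% inhibition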
E-sel inducer: E-selectin induction on HUVECs | P16581 | HUVEC E-selectin immunofluorescence imaging; normalized: neutral wells 0, TNF-alpha wells 100 | activation, % at 7.58 µM | 260,000 compounds, 0.37% hits | AID 686992;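 active = mean E-selectin-positive cell signal at least 10% of the positive control, reached in at least 60% of replicates, without over 20% cell loss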;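 also: in these data hits start at about 27%; measured in HUVEC primary endothelial cells; signal is the percent of cells scored E-selectin positive by PE staining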
Target sequence (P16581 whole entry, looked up): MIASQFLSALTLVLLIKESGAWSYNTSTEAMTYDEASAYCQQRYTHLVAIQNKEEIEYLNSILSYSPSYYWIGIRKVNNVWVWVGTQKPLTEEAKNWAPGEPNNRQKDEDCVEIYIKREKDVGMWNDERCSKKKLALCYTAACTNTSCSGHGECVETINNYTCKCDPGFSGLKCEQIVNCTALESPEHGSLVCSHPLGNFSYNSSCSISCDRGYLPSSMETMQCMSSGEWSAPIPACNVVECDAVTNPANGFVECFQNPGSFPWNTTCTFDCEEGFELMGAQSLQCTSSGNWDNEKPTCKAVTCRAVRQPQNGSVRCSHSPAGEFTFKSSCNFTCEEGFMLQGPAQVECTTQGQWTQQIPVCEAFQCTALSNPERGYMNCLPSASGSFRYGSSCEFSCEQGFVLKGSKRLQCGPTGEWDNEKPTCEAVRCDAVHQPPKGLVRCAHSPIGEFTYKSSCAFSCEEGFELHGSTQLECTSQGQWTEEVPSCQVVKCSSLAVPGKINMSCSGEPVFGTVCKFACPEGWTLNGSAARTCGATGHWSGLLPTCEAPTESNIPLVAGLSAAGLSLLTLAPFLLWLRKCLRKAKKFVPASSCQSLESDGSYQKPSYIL
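System: HUVEC / Compound: single concentration / Signal: immunofluorescence imaging / Read-out: percent E-selectin-positive cells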
miR-122 sensor: inhibitors of miR-122 in Huh7 cells | Huh7 miR-122 Renilla luciferase sensor, 48 h; neutral wells = 0, positive control = 100 | activation (reporter increase), % at 12.5 µM | 340,000 compounds, 0.3% hits | AID 602342;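 active = mean replicate activation score at least 90 and every replicate individually at or above 90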;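 also: higher luciferase means less miR-122 activity so hits act as miR-122 inhibitors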
ERAP1 inh: inhibitors of human ERAP1 aminopeptidase. 340,000 compounds, 0.15% hits. recombinant ERAP1, Leu-AMC fluorescence, 60 min. inhibition, % at 10.7 µM. Q9NZ08;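 active = mean replicate inhibition of at least 30%, or all replicates individually reaching that 30% level; inactive = mean below 30% and not every replicate reaching it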;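 also: 0% = neutral control wells and 100% = L-leucinethiol positive control wells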
Cneo AK release: causes C. neoformans cell lysis | adenylate kinase release luminescence, 4 h; normalised: neutral wells 0, clomiphene wells 100 | lysis activity, % at 15 µM | 360,000 compounds, 0.2% hits | AID 651654;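 active = mean lysis activity across replicates of at least 80%, whatever share of replicates individually reach that level; inactive = mean lysis activity below 80%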
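Test system: log-phase Cryptococcus neoformans yeast cells; Quantity: yeast cell density of 5 × 10^6 cells/mL; Buffer or medium: YPD; Doses: single compound concentration per well; Timing: 4 h at 37 °C static, read 1 h later; Measured by: AK luminescence; Read-out basis: lysis from increased AK signal; Control set: Clomiphene as positive control.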
PGC1a acetyl inh: PGC1a acetylation modulation, inhibitor mode. U2OS PGC1a acetylation, AlphaScreen anti-acetyl-lysine; with virally co-expressed GCN5 acetyltransferase. inhibition, % at 15.6 µM. 350,000 compounds, 0.17% hits. AID 651687;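 active = every replicate shows inhibition of at least 40%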;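 also: 0% = neutral control wells and 100% = positive control wells; some results beyond the cut were filed as inactive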
RAD54 branch: inhibitors of human RAD54 branch migration; 360,000 compounds, 0.14% hits; inhibition, % at 10.4 µM; RAD54 Holliday junction branch migration, FAM/BHQ fluorescence; Q92698; AID 602329;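 active = mean normalized replicate activity at least 40 and at least half of replicates scoring 40 or more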;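 also: 0% = median of neutral control wells and 100% = median of positive control wells; inhibitors cause a drop in the FAM fluorescence signal; in these data hits start at about 50%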
* hit, by the source's call; / = no result given; & = joins results of further samples. Some of the compounds tested; the hit share may differ from the screen's.

nr | compound | PglD inh | RAD52 inh | E-sel inducer | miR-122 sensor | ERAP1 inh | Cneo AK release | PGC1a acetyl inh | RAD54 branch
1 | Nc1cc(-c2ccncc2)c[nH]c1=O | -1 | -252 | 0.2 | -5 | 1 | 1 | 0 | 5
2 | O=C(O)[C@@H]1[C@H]2C[C@H]3c4[nH]c5ccccc5c4CCN3C[C@@H]2CC[C@@H]1O | 10 | -218 | 0.0 | -2 | 1 | 0 | / | -21
3 | CC(C)Cc1ccc([C@H](C)C(=O)O)cc1 | 4 | -9 | 1.1 | -2 | -4 | -1 | 4 | 7
4 | O=C1NCC2(CCN(CCc3ccccc3)CC2)O1 | 5 | -2 | -0.1 | 1 | -5 | -1 | / | -3
5 | COc1cc2nc(N3CCN(C(=O)C4COc5ccccc5O4)CC3)nc(N)c2cc1OC (stereo unspecified) | 1 | 18 | 61* | -1 | -5 | -1 | / | 30
6 | CC(C)=CC(=O)O[C@@H]1Cc2cc3ccc(=O)oc3cc2OC1(C)C | -2 | -5 | 0.1 | -5 | 0 | 0 | -27 | 0
7 | COc1nc(C)nc(Cl)c1NC1=NCCN1 | 0&-4 | -4&-10 | -2.4&0.1 | -1&-5 | 0&-4 | -1&0 | / | 6&7
8 | NC(=O)NC(CCC(=O)O)C(=O)O (stereo unspecified) | -3 | -11 | / | -20 | 4 | 1 | -1 | -1
9 | NS(=O)(=O)c1cc2c(cc1C(F)(F)F)NC(Cc1ccccc1)NS2(=O)=O (stereo unspecified) | -3 | 8 | 0.3 | 1 | -1 | 0 | 12 | 12
10 | CCCOc1ccccc1-c1nc2n[nH]nc2c(=O)[nH]1 | 0 | -4 | 2.0 | 2 | 0 | 0 | 5 | 0
11 | C[C@H]1c2cccc(O)c2C(=O)C2C(=O)C3(O)C(=O)C(C(N)=O)C(=O)[C@@H](N(C)C)[C@@H]3[C@@H](O)[C@@H]21 (stereo partly specified) | -8 | 15 | -0.1 | 0 | 14 | 2 | 8 | 7
12 | Cc1nc2c3ccccc3nc(NNC(=O)CCC(=O)N3CCN(c4ccccc4)CC3)n2n1 | 5 | -7 | / | 2 | -2 | 14 | 2 | -1
13 | O=C(O)COC(=O)Cc1ccccc1Nc1c(Cl)cccc1Cl | 1 | -14 | 5.1 | -1 | -2 | 0 | -21 | -9
14 | CC1=C(C(=O)O)N2C(=O)[C@@H](NC(=O)[C@H](N)c3ccc(O)cc3)[C@H]2SC1 | -7 | -28 | 0.2 | -2 | 1 | 0 | 2 | 8
15 | CCC[C@H](N[C@@H](C)C(=O)N1[C@H](C(=O)O)C[C@@H]2CCCC[C@@H]21)C(=O)OCC | -6 | -2 | -2.4 | -1 | 0 | -1 | 1 | -10
16 | CCOC(=O)C1(CCOc2ccccc2)CCN(Cc2ccc(O)c(Cl)c2)CC1 | -5 | -21 | / | -5 | -2 | 2 | 6 | -6
17 | CC1(C)O[C@H]2CC(=O)OCC23[C@H]2CC[C@@]4(C)[C@H](c5ccoc5)OC(=O)[C@H]5O[C@]54[C@]2(C)C(=O)C[C@@H]13 (stereo partly specified) | -8 | -14 | / | -4 | 0 | -2 | 8 | 10
18 | Cc1nnc(NS(=O)(=O)c2ccc(N)cc2)s1 | 6 | -11 | 0.1 | -3 | 1 | 0 | / | 0

From compound 1 to 12, copied from above:
nr | compound | PglD inh | RAD52 inh | E-sel inducer | miR-122 sensor | ERAP1 inh | Cneo AK release | PGC1a acetyl inh | RAD54 branch
1 | Nc1cc(-c2ccncc2)c[nH]c1=O | -1 | -252 | 0.2 | -5 | 1 | 1 | 0 | 5
2 | O=C(O)[C@@H]1[C@H]2C[C@H]3c4[nH]c5ccccc5c4CCN3C[C@@H]2CC[C@@H]1O | 10 | -218 | 0.0 | -2 | 1 | 0 | / | -21
3 | CC(C)Cc1ccc([C@H](C)C(=O)O)cc1 | 4 | -9 | 1.1 | -2 | -4 | -1 | 4 | 7
4 | O=C1NCC2(CCN(CCc3ccccc3)CC2)O1 | 5 | -2 | -0.1 | 1 | -5 | -1 | / | -3
5 | COc1cc2nc(N3CCN(C(=O)C4COc5ccccc5O4)CC3)nc(N)c2cc1OC (stereo unspecified) | 1 | 18 | 61* | -1 | -5 | -1 | / | 30
6 | CC(C)=CC(=O)O[C@@H]1Cc2cc3ccc(=O)oc3cc2OC1(C)C | -2 | -5 | 0.1 | -5 | 0 | 0 | -27 | 0
7 | COc1nc(C)nc(Cl)c1NC1=NCCN1 | 0&-4 | -4&-10 | -2.4&0.1 | -1&-5 | 0&-4 | -1&0 | / | 6&7
8 | NC(=O)NC(CCC(=O)O)C(=O)O (stereo unspecified) | -3 | -11 | / | -20 | 4 | 1 | -1 | -1
9 | NS(=O)(=O)c1cc2c(cc1C(F)(F)F)NC(Cc1ccccc1)NS2(=O)=O (stereo unspecified) | -3 | 8 | 0.3 | 1 | -1 | 0 | 12 | 12
10 | CCCOc1ccccc1-c1nc2n[nH]nc2c(=O)[nH]1 | 0 | -4 | 2.0 | 2 | 0 | 0 | 5 | 0
11 | C[C@H]1c2cccc(O)c2C(=O)C2C(=O)C3(O)C(=O)C(C(N)=O)C(=O)[C@@H](N(C)C)[C@@H]3[C@@H](O)[C@@H]21 (stereo partly specified) | -8 | 15 | -0.1 | 0 | 14 | 2 | 8 | 7
12 | Cc1nc2c3ccccc3nc(NNC(=O)CCC(=O)N3CCN(c4ccccc4)CC3)n2n1 | 5 | -7 | / | 2 | -2 | 14 | 2 | -1

Bioassay records (PubChem BioAssay)
